Assay outcomes deposited in PubChem BioAssay by National Center for Advancing Translational Sciences (NCATS).
Pin1 inhibitor – qHTS Assay to Find Inhibitors of Pin1. Peptidyl-prolyl cis-trans isomerase NIMA-interacting 1 (Homo sapiens), Q13526. Pin1 FP peptide displacement, HiFluor488, 10 min. 390,000 tested, 0.009% active. Potency, µM (series often up to 115 µM), inactives show top-dose activity, negative = inhibition, actives largely listed as inhibitors. AID 504891, 2011; active means well fitted inhibition curve with a large enough effect in the polarisation, with a control signal flat, not every such curve was filed as active; inconclusive means small, poorly fitted or top-dose-only effect, or effect the other way, or a change in a side signal; inactive means no such curve, though single readings can be large or run the other way; the % refers to the polarisation; further: potency means the concentration at half of the fitted maximal effect; on the % scale 0 is the no-effect control and ±100 the full control effect
Target sequence (Q13526 whole entry, looked up): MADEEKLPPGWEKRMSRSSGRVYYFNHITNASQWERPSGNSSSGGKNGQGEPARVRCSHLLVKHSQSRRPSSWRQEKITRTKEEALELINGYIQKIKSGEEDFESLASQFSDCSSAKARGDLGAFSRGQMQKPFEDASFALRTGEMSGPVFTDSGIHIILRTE
TrxR1 substrate – qHTS Assay for Substrates of Mammalian Selenoprotein Thioredoxin Reductase 1 (TrxR1): qHTS. Thioredoxin reductase 1, cytoplasmic (Rattus norvegicus), O89049. AID 588456, 2011. purified TrxR1 substrate turnover, NADPH consumption readout. 390,000 tested, 0.01% active. Potency, µM (titrated, usually from 114 µM), without a hit: top-dose activity change, negative = substrate turnover; further: potency means the concentration at half of the fitted maximal effect; on the % scale 0 is the no-effect control and ±100 the full control effect; nearly all actives have a fitted effect of over 50% in size
Target sequence (O89049 whole entry, looked up): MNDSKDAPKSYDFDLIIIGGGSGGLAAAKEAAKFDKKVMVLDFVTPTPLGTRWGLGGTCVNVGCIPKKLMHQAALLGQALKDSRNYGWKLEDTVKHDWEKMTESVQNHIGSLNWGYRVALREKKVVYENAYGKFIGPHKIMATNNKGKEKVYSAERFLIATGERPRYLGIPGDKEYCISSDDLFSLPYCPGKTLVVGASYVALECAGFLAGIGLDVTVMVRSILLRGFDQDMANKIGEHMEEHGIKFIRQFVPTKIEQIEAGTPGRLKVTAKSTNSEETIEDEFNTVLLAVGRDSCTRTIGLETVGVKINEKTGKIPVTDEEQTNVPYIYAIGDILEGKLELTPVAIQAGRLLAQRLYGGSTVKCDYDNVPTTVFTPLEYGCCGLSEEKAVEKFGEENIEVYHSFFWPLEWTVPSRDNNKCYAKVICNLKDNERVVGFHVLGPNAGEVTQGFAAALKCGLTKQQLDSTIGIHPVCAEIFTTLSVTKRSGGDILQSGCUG
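Rat TrxR1, dispensed at 90 nM, was prereduced with 400 uM NADPH (final) for 5 min at ~22 deg C, then incubated with compound 15 min before 400 uM selenite. A first-read NADPH fluorescence drop versus no-compound background flagged substrates.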
TRHR agonist – qHTS for Small Molecule Agonists and Allosteric Enhancers of Human TRH Receptor: Primary Screen for Agonists; Thyrotropin-releasing hormone receptor (Homo sapiens), P34981; TRHR cells, calcium flux fluo-8, FDSS agonist mode; activation, % at 2 µM; 360,000 tested, 0.18% active; AID 493084, 2011; in the data active means activation above about 30%; further: 0% is about no effect
Target sequence (P34981 whole entry, looked up): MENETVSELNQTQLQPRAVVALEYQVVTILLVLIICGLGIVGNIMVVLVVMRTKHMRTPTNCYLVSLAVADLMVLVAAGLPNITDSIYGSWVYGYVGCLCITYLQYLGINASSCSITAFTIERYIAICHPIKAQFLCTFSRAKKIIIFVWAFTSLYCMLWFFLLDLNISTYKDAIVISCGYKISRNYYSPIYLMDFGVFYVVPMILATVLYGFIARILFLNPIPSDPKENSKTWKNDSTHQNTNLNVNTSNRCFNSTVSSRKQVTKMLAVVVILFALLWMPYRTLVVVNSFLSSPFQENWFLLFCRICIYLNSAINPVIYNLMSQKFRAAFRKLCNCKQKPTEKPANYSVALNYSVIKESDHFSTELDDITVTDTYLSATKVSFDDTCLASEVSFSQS
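Read-out: compound-evoked intracellular calcium rise in TRHR cells, fluo-8 dye, kinetic FDSS fluorescence at 1 s/cycle following a 10-cycle baseline. Cells cultured overnight before dye loading (30 min–1.5 h, RT).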
D2 ag – HTS Assay for Allosteric Agonists of the Human D2 Dopamine Receptor: Primary Screen for Agonists. 340,000 tested, 0.53% active. AID 485358, 2010. HEK293 T-REx D2 cells, calcium flux agonist mode. activation, % at 2 µM;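 active means activation over 3 SD above normal in the single-dose calcium agonist read, cut at about 30% in these data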; further: 0% is about no effect
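Agonism scored from kinetic calcium signal (1 read/sec, 180 s) following compound pin transfer, after a 10 s baseline. Cells: HEK293 Trex line expressing inducible D2 receptor coupled to calcium, dye-loaded after overnight culture at 30 C.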
USP1 inh – Inhibitors of USP1/UAF1: Primary Screen | Ubiquitin carboxyl-terminal hydrolase 1 (Homo sapiens), O94782 | recombinant USP1/UAF1, Ub-Rhodamine cleavage fluorescence | Potency, µM (top dose mostly 57.1 µM), inactives show at the highest dose activity change, negative = inhibition, most hits filed as inhibitors | 390,000 tested, 0.23% active | AID 743255, 2014; further: potency means the concentration at half of the fitted maximal effect; on the % scale 0 is the no-effect control and ±100 the full control effect; nearly all actives have a fitted effect of over 60% in size; inactives centre near -12
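1 nM enzyme complex + cpd, 15 min RT; start with Ub-Rho 150nM final; kinetic fluorescence ex 480/em 540, 6 reads q60 s. Buffer 50mM HEPES pH 7.8, 0.5mM EDTA, 0.1 mg/ml BSA, 1mM TCEP, 0.01% Tween-20.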
D2 antagonist – HTS Assay for Allosteric Antagonists of the Human D2 Dopamine Receptor: Primary Screen for Antagonists; AID 485344, 2010; 340,000 tested, 2% active; D(2) dopamine receptor (Homo sapiens), P14416; inhibition, % at 10 µM; HEK293 TREx D2 cells, calcium flux, dopamine EC80; in the data active means inhibition above about 30%; further: 0% is about no effect
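Overnight-induced (tetracycline, 30 C) HEK293 T-REx cells carrying force-coupled D2 receive a no-wash calcium dye, then compound, then EC80 dopamine at 180 s; signals are read kinetically throughout.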
TRHR enhancer – qHTS for Small Molecule Agonists and Allosteric Enhancers of Human TRH Receptor: Primary Screen for Enhancers | 360,000 tested, 0.66% active | Thyrotropin-releasing hormone receptor (Homo sapiens), P34981 | enhancement, % at 2 µM | TRHR cells, fluo-8 calcium fluorescence, EC20 TRH enhancement; in the data active means enhancement above about 30%; further: 0% is about no effect
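TRHR-expressing cells loaded with fluo-8 calcium dye were read kinetically (ex 480/em 530) during compound addition, then stimulated with an EC20 of TRH (10 nM final). Enhancement of the Gq-mediated intracellular calcium response was scored.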
mIDH1 inhibitor – qHTS for Inhibitors of mutant isocitrate dehydrogenase 1 (IDH1): qHTS. Isocitrate dehydrogenase [NADP] cytoplasmic (Homo sapiens), O75874. IDH1-R132H enzyme, NADPH consumption, diaphorase/resazurin fluorescence. Potency, µM (series often up to 76.6 µM), without a hit: at the highest dose activity change, negative = inhibition, most hits filed as inhibitors. 390,000 tested, 0.093% active; further: potency means the concentration at half of the fitted maximal effect; on the % scale 0 is the no-effect control and ±100 the full control effect; nearly all actives have a fitted effect of over 65% in size
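IDH1-R132H (0.5 ug/mL) preincubated 30 min with compound, then NADPH (0.016 mM) and alpha-KG (2 mM) added; 80 min at RT, pH 7.5. Remaining NADPH coupled via diaphorase/resazurin to fluorescence (540/590 nm); concentration-response curves normalized to no-enzyme control.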
TrxR1 inh – qHTS Assay for Inhibitors of Mammalian Selenoprotein Thioredoxin Reductase 1 (TrxR1): qHTS; Thioredoxin reductase 1, cytoplasmic (Rattus norvegicus), O89049; recombinant rTrxR1, NADPH fluorescence consumption, selenite substrate; Potency, µM (doses to about 114 µM), for inactives: at the highest dose activity change, negative = inhibition, hits mostly inhibitors; 390,000 tested, 1% active; further: potency means the concentration at half of the fitted maximal effect; on the % scale 0 is the no-effect control and ±100 the full control effect; nearly all actives have a fitted effect of over 65% in size
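Rat TrxR1 (90 nM in the dispensed reagent) was pre-reduced with 400 uM NADPH for 5 min at room temperature, then incubated with compound for 15 min. After 400 uM selenite was added, NADPH fluorescence (Ex 340/Em 450 nm) was followed for 8 min.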
Numbers without * were called inactive; ? = inconclusive; · = not tested or not shown; [ ] = another dose, or the depositor's remark. Unless noted, the call rests on the fitted dose curve; in most records, active means well fitted inhibition curve with a large enough effect; inconclusive means small, poorly fitted or top-dose-only effect; inactive means no such curve, though single readings can be large or run the other way. Some of the compounds tested. The share of hits here may be higher or lower than overall.

compound	Pin1 inhibitor	TrxR1 substrate	TRHR agonist	D2 ag	USP1 inh	D2 antagonist	TRHR enhancer	mIDH1 inhibitor	TrxR1 inh
Cc1cc(C)n2c(SCC(=O)Nc3cc(C)on3)nnc2n1	11%	2%	-1.1	-2.7	-7%	20	2	0%	-12%
COCCCn1c(C)nnc1SCC(=O)Nc1ccc(C(C)=O)cc1	-2%	-4%	0.3	0.2	-7%	9	-1	0%	9%
CC(C)N1C(=S)SC(C)(C)C1n1oc(=O)n(-c2cccc(Cl)c2)c1=O (configuration not stated)	0%	-1%	0.2	0.5	-17%	-6	7	-2%	19%
O=S(=O)(Nc1nccs1)c1cnc(Cl)c(Br)c1	4%	-4%	-0.2	-1.5	-16%	-3	5	-1%	-16%
O=C(O)c1ccc(S(=O)(=O)N2CCCc3ccccc32)cc1	-7%	10%	-0.3	0.1	-13%	11	-9	-3%	26%
CCOc1ccccc1NC(=O)Nc1cc(C(=O)NCc2ccc(C)cc2)ccc1N1CCCC1	4%	4%[57.1 µM]	0.2	7.1	-16%	·	-2	1%	19%[57.1 µM]
O=C(NCCCN1CCCC1=O)C1CCCO1 (configuration not stated)	6%	-9%	-0.1	·	-6%	·	0	1%	-9%
COc1ccc(C(=O)N/C(=C/c2cccnc2)C(=O)Nc2cccc(C(C)=O)c2)cc1OC	-1%	10%[57.1 µM]	1.4	·	-10%	·	-2	10%	7%[57.1 µM]
O=c1cc2c(nn1Cc1cccc(Cl)c1)-c1ccccc1CC2	?	-2%	0.3	0.5	-14%	-18	1	5%	-7%
Cc1nn(-c2ccccc2)c2sc(C(=O)N(CC(=O)NC3CCCC3)Cc3ccco3)cc12	11%	5%[57.1 µM]	-1.0	-0.6	-1%	17	-8	-3%	-3%[57.1 µM]
Cc1[nH]n(-c2cccc(Cl)c2)c(=O)c1C=NC12CN3CN(CN(C3)C1)C2	-10%	1%[57.1 µM]	0.6	0.4	-5%	3	0	-1%	6%[57.1 µM]
CCOc1ccccc1NC(=O)CSc1nccn1Cc1ccc(F)cc1	-4%	2%[57.1 µM]	-0.7	-1.3	-15%	·	-3	19%	17%[57.1 µM]
O=C(CSc1nnc(Cc2ccccc2)o1)c1cc(F)ccc1F	11%	5%	-1.9	-0.3	-25%	0	-5	5%	22%
COc1ccc(CCNC(=O)CC2COc3ccccc3O2)cc1OC (configuration not stated)	1%	9%	-0.3	0.8	-20%	4	-2	3%	17%
Nc1nc(C(F)(F)F)cc(=O)[nH]1	-1%	4%	0.8	0.3	-14%	-10	2	11%	42%[activator]
O=C(CCCc1ccccc1)NCc1ccc(F)cc1	-9%	-2%	0.4	-0.1	-20%	-16	4	0%	0%
CCn1cc(CN2CCCC(CNS(=O)(=O)Cc3ccccc3)C2)cn1 (configuration not stated)	-1%	10%	1.1	1.2	-12%	-4	2	2%	21%
COc1ccc(OC)c(NC(=O)CSc2nnc(-c3ccco3)n2-c2ccc(C(=O)O)cc2)c1	3%	4%	-1.6	0.3	-10%	-2	8	-6%	-15%
Cc1c(C(=O)NNC(=S)Nc2cccc(Cl)c2)nnn1-c1ccccc1	29%	-7%	0.1	·	-17%	·	7	-1%	-21%
O=C(NCCN1C(=O)S/C(=C\c2ccc(OC(F)F)cc2)C1=O)C1=COCCO1	8%	-7%	-0.5	-0.3	-20%	0	-3	2%	-3%
COc1ccc(CCNC(=O)CSCc2ccc(F)cc2)cc1OC	0%	-7%	0.1	0.4	-16%	-10	7	-1%	-7%
CC(C)[C@H](NC(=O)C1CCN(S(=O)(=O)c2ccccc2)CC1)C(=O)NCc1ccccc1	1%	-10%	0.0	-2.4	-2%	12	-6	-1%	-12%
CC(C)(C)OC(=O)N[C@@H](COCc1ccccc1)C(=O)N[C@@H](CO)[C@H](O)[C@@H]1C[C@@H]1C(=O)NC1CCCCC1	-1%	11%	-0.2	0.4	-26%	-7	2	7%	29%
CCOc1ccc(C(=O)CCC(=O)O)cc1	4%	3%	0.2	-0.4	-15%	4	-3	0%	7%
O=C(Oc1cccc(/C=N/NC(=O)c2ccccn2)c1)c1ccc([N+](=O)[O-])cc1	3%	0%	-0.9	0.6	-19%	6	5	5%	-3%

Filtered by structure: the compounds so far with two or more sulfur atoms
compound	Pin1 inhibitor	TrxR1 substrate	TRHR agonist	D2 ag	USP1 inh	D2 antagonist	TRHR enhancer	mIDH1 inhibitor	TrxR1 inh
CC(C)N1C(=S)SC(C)(C)C1n1oc(=O)n(-c2cccc(Cl)c2)c1=O (configuration not stated)	0%	-1%	0.2	0.5	-17%	-6	7	-2%	19%
O=S(=O)(Nc1nccs1)c1cnc(Cl)c(Br)c1	4%	-4%	-0.2	-1.5	-16%	-3	5	-1%	-16%

(listing goes on)
compound	Pin1 inhibitor	TrxR1 substrate	TRHR agonist	D2 ag	USP1 inh	D2 antagonist	TRHR enhancer	mIDH1 inhibitor	TrxR1 inh
COc1ccc(CCNC(=O)[C@H](C)N2C(=O)N3CCc4c([nH]c5ccccc45)[C@@]3(C)C2=O)cc1	?	-5%[57.1 µM]	-0.7	0.5	-15%	-3	-2	-4%	2%[57.1 µM]
CCOC(=O)C1CCN(S(=O)(=O)c2ccc(NC(C)=O)c(Cl)c2)CC1	-4%	-17%[57.1 µM]	-0.4	0.0	-12%	-26	16	12%	17%[57.1 µM]
CCC(C)c1ccc(OCC(=O)Nc2cccc(C(=O)Nc3ccc(C(=O)O)cc3)c2)cc1 (configuration not stated)	?	2%	0.0	64*	-22%	5	-7	1%	18%
O=C(O)CN(c1ccccc1)S(=O)(=O)c1cc(C(F)(F)F)cc(C(F)(F)F)c1	-2%	6%	0.4	0.0	-3%	-3	-1	0%	27%
Cc1ccc(CNCCCn2cnc3c(OCc4ccccc4)ncnc32)o1	1%	13%	·	·	-29%	·	·	-1%[38.3 µM]	-9%
Cc1ccc(S(=O)(=O)/C=C/c2ccccc2)cc1	-10%	1%	0.6	-1.5	-14%	-7	3	-2%	8%
Cn1ncc(Cl)c1C(=O)NCc1ccc(Cl)cc1	-1%	2%	-0.7	-0.8	1%	-7	0	4%	20%
COc1cc(C(=O)NCC2CCCO2)ccc1OCc1ccc(Cl)cc1Cl (configuration not stated)	-1%	-16%	-0.2	0.7	-2%	-12	3	0%	-7%
CCn1c(SCC(=O)NCc2ccc3c(c2)OCO3)nnc1-c1c[nH]c2ccccc12	-16%	-4%	-0.6	-0.6	-12%	0	3	0%	-3%
Cc1c(OCC(=O)NCCCN2CCCC2=O)ccc2c3c(c(=O)oc12)CCC3	0%	36%[activator]	0.2	-0.1	-7%	3	-5	3%	25%
Cc1cc(NC(=O)CSc2nc3ccccc3c(=O)n2CCCC(=O)NCc2ccccc2)n[nH]1	-3%	3%[57.1 µM]	0.6	0.1	1%	3	-3	0%	-3%[57.1 µM]
COc1ccc([C@H]2CC(=O)C=C(c3cccc4c3Oc3ccccc3S4)C2)cc1	10%	3%	0.1	0.5	-19%	7	-2	-18%	12%
FC(F)(F)c1cnc(Sc2nnc(-c3cccs3)n2CC2CCCO2)c(Cl)c1 (configuration not stated)	-4%	10%[57.1 µM]	-0.5	0.3	-10%	3	-6	3%	18%
CCOC(=O)c1c(C)[nH]c(C)c1C(=O)COC(=O)c1ccc(S(=O)(=O)N(CC)CC)cc1	10%	-12%	-0.1	0.4	-2%	-3	2	0%	?
S=c1[nH]c(-c2ccccc2)cn1/N=C/c1ccncc1	?	6%	-0.7	-0.2	-4%	-5	2	16%	-21%
N#Cc1ccc(NC(=O)c2cc(=O)c3ccccc3o2)cc1	-3%	17%	0.8	0.1	-5%	24	3	5%	6%[57.1 µM]
Cc1cccc(N2CCN(C(=S)NC3CCCCC3)CC2)c1C	-4%	-2%	3.8	0.5	-2%	-7	-5	6%	22%
CCN(CC)S(=O)(=O)c1ccc(N2CCN(CCO)CC2)nc1	-1%	6%	-0.7	-0.2	-11%	-4	19	-5%	6%[57.1 µM]
O=C(Nc1ccc(N2CCCCC2)c(Cl)c1)c1ccc(N2CCOCC2)c([N+](=O)[O-])c1	0%	4%[57.1 µM]	0.0	-0.5	-19%	-3	4	2%	19%[57.1 µM]
CCNC(=O)c1cc2c(=O)n3cccc(C)c3nc2n(CCc2ccccc2)c1=N	1%	237%[activator]	-2.6	-0.6	-2%	-7	-2	1%	-14%
O=C(COC(=O)c1ccco1)Nc1ccc(N2CCOCC2)cc1	5%	-9%[57.1 µM]	1.1	-1.9	-5%	22	9	-14%	-12%
Cc1ccc(NC(=O)CSCC(=O)O)c(C)c1	-4%	-5%	0.6	·	-10%	·	-3	4%	-3%
O=C(c1nn2c(C(F)(F)F)cc(-c3ccco3)nc2c1Br)N1CCCc2ccccc21	21%	-6%	1.1	0.3	?	6	-4	-7%	4%[57.1 µM]
